Bioassay records from PubChem BioAssay.
VP16 counter: inhibits Gal4-VP16 luciferase reporter, ROR gamma counter-screen | Potency, µM (titrated, usually from 53.6 µM), inactives show at the highest dose activity, negative = inhibition, usual class: inhibitors | Drosophila S2 Gal4-VP16 UAS-luciferase, luminescence, 20 h | actives 3.5% (n = 310,000);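 further: Gal4-VP16 expression switched on by copper sulfate through the metallothionein promoter; on the % scale 0 is the no-effect control and ±100 the full control effect; nearly all actives have a fitted effect of over 50% in size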
ELG1 genotox: induces genotoxicity in HEK293T cells with luciferase-tagged ELG1. HEK293T ELG1-luciferase reporter, luminescence, 16 h. Potency, µM (doses to about 46 µM), without a hit: at the highest dose activity change, positive = activation, hits mostly activators. actives 1.3% (n = 330,000); further: % of control where 0% means no effect; nearly all actives have a fitted effect of over 60% in size
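Genotoxicity was scored as increased ELG1-luciferase reporter signal, measured by ONE-Glo luminescence (30 min, room temperature). Compound or vehicle exposure of the HEK293T reporter cells lasted 16 hr at 37°C.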
NPC1 prom act: NPC1 promoter activation; Huh7 NPC1 promoter luciferase reporter, 24 h; Potency, µM (highest dose often 9.22 µM), for inactives: at the highest dose activation, most hits filed as activators; actives 2.4% (n = 320,000); AID 485313;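 further: % of control where 0% means no effect; nearly all actives have a fitted effect of over 60% in size; reporter is driven by a mutant NPC1 promoter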
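Cells: Huh7 expressing luciferase under the NPC1 promoter, 1500/well. Seeded 2 h, compound added, incubated 24 h at 37 °C. Luciferase reagent, 10 min ambient, then luminescence.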
p53 reactivation: mutant p53 re-activation in reporter cells. AID 504706. H1299 p53-A138V BP100-luciferase reporter, luminescence, 24 h. Potency, µM (highest dose often 92.2 µM), for inactives: top-dose activity change, positive = activation, usual class: activators. actives 0.063% (n = 320,000); further: % of control where 0% means no effect; nearly all actives have a fitted effect of over 45% in size
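p53-null H1299 cells stably carrying temperature-sensitive p53-A138V and a BP100-luciferase reporter were pinned with compounds (4-point, 1:5 series) and held 24 hrs at 37 deg C. Luminescence was read 10 min after detection reagent.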
RORg inh: ROR gamma (mouse) transcription inhibition | Drosophila S2 Gal4-RORgamma UAS-luciferase reporter, 20 h | P51450 | actives 5.4% (n = 310,000) | AID 2551 | Potency, µM (top dose mostly 53.6 µM), for the others: top-dose activity change, negative = inhibition, usual class: inhibitors; further: on the % scale 0 is the no-effect control and ±100 the full control effect; nearly all actives have a fitted effect of over 60% in size
Target sequence (P51450 whole entry, looked up, the tested form may be a part): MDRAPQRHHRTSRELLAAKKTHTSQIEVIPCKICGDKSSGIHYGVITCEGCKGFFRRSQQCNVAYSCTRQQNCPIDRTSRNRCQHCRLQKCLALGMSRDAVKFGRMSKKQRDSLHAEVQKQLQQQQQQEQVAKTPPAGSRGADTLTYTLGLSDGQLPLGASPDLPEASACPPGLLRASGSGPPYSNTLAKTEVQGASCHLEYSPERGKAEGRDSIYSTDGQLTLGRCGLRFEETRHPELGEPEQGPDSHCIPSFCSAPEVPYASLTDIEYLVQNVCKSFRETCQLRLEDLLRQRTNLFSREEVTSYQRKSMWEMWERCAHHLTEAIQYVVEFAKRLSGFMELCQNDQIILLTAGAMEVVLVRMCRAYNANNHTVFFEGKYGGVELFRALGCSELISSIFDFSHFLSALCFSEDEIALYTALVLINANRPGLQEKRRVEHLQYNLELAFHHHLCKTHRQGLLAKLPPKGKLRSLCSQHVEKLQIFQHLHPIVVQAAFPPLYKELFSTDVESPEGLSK
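Read-out: Photinus luciferase luminescence; inhibitors lower reporter signal. Insect Schneider cells with Gal4-ROR gamma fusion under metallothionein promoter, UAS reporter; 700 uM final copper sulfate induction, 20 hr, ambient temperature.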
uPA generation: blocks generation of uPA at the cell surface; cell surface uPA generation assay, qHTS; Potency, µM (top dose mostly 38.3 µM), inactives show at the highest dose activity change, negative = inhibition, most hits filed as inhibitors; actives 0.31% (n = 330,000); AID 540303; active means well fitted inhibition curve with a large enough effect; inconclusive means small, poorly fitted or top-dose-only effect; inactive means no such curve, though single readings can be large or run the other way; tested in mouse RAW 264.7 cells; further: on the % scale 0 is the no-effect control and ±100 the full control effect; nearly all actives have a fitted effect of over 55% in size
FLuc counter: firefly luciferase modulation, counter-screen for miR-21 project; P08659; purified FLuc, Km substrates, luminescence inhibition; Potency, µM (doses to about 57.5 µM), without a hit: at the highest dose activity change, negative = inhibition, most hits filed as inhibitors; actives 6.9% (n = 360,000); AID 588342;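 further: plate controls were vehicle for no effect and reference inhibitor for full effect; nearly all actives have a fitted effect of over 55% in size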
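Purified P. pyralis luciferase, 10 nM final, with Km-level 10 uM D-luciferin and 10 uM ATP in 50 mM Tris acetate pH 7.5, 10 mM Mg acetate, 0.01% Tween-20, 0.05% BSA; 6-point qHTS titration about 60 µM downward; luminescence read.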
Rab9 promoter act: Rab9 promoter activation; Huh7 Rab9 promoter-luciferase reporter, luminescence, 24 h; Potency, µM (top dose mostly 9.22 µM), inactives show top-dose activation, negative = inhibition, most hits filed as activators; actives 2.8% (n = 320,000); AID 485297; further: % of control where 0% means no effect; nearly all actives have a fitted effect of over 60% in size
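Measured in stably transfected Huh7 cells bearing a Rab9 promoter–luciferase construct: 24 h compound treatment at 37 °C, followed by luminescence detection.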
MBNL1 CUG block: blocks human MBNL1 binding to CUG repeat RNA; TR-FRET MBNL1-His/biotin-(CUG)12 binding, 665/545 ratio; actives 0.036% (n = 280,000); Potency, µM (doses to about 57.5 µM), without a hit: at the highest dose activity change, negative = inhibition, actives largely listed as inhibitors; Q9NR56; active means well fitted inhibition curve with a large enough effect in the signal ratio, with a control signal flat, not every such curve was filed as active; inconclusive means small, poorly fitted or top-dose-only effect, or effect the other way, or a change in a side signal; inactive means no such curve, though single readings can be large or run the other way; the % refers to the signal ratio; further: on the % scale 0 is the no-effect control and ±100 the full control effect
Target sequence (Q9NR56 whole entry, looked up): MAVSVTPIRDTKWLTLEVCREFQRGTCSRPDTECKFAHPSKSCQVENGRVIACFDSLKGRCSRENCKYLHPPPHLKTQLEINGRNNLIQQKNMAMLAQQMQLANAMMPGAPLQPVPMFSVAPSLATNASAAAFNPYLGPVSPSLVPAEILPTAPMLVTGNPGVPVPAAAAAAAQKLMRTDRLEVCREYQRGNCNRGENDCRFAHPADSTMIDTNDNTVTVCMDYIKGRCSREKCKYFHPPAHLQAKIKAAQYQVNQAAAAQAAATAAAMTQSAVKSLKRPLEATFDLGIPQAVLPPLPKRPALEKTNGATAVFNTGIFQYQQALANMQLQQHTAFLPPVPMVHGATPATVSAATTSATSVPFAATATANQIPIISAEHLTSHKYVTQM
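Ratiometric TR-FRET (665 over 545 nm, excitation 340 nm) tracks disruption of MBNL1-His/biotin-(CUG)12 complex after 60 min at room temperature, with compounds at 92 nM to 58 uM final.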
BRCA1 expr act: activators of BRCA1 expression. MCF7-BRCA1-FFLuc reporter, luminescence, 48 h; response scale: scaled: vehicle 0%, 10 µM genistein 100%. actives 1.1% (n = 380,000). AID 624202. Potency, µM (doses to about 46.1 µM), for the others: top-dose activation, hits mostly activators; further: nearly all actives have a fitted effect of over 80% in size; some results filed as inactive show a strong effect at the top dose
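Compounds are tested at multiple concentrations on MCF7 BRCA1-luciferase reporter cells seeded at 2000 per well; after 48 h, a single luminescence end-point is taken and curves fitted to the normalized data.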
* marks the source's active call; other numbers are inactive results; ? = inconclusive; . = not tested or not shown; [ ] = another dose, or the depositor's remark. Unless noted, the call rests on the fitted dose curve; in most records, active means well fitted curve in the direction sought with a large enough effect; inconclusive means small, poorly fitted or top-dose-only effect, or another doubt; inactive means no such curve, though single readings can be large; an effect the other way counts as inactive or inconclusive. Potency means the concentration at half of the fitted maximal effect.

SMILES	VP16 counter	ELG1 genotox	NPC1 prom act	p53 reactivation	RORg inh	uPA generation	FLuc counter	Rab9 promoter act	MBNL1 CUG block	BRCA1 expr act
O=C(Nc1nc(-c2ccccn2)cs1)c1cc(Cl)ccc1[N+](=O)[O-]	2.8µM*	-1%	-12%	35µM*	1.1µM*	8%	?	-16%	?	-61%
COc1nc(NCC(C)C)nc(Oc2ccc(OCc3ccccc3)nn2)n1	6%	0%	-3%	-6%	9%	-3%	3%	-1%	-1%	-18%
COc1ccc(CN2C(=O)CS/C2=N/N=C/c2ccccc2)cc1	-5%	?	16%	?	8%	-19%	17µM*	23%	.	4µM*
N#C/C(=C\Nc1ccccn1)S(=O)(=O)c1ccc(Cl)cc1	3%	-2%	-1%	-3%	-6%	2%	-3%	-4%	.	-16%
c1ccc(-c2nnc3sc(Cc4cccs4)nn23)cc1	17%	-3%	-4%	?	?	2%	-10%	8%	24%	11%
CCOC(=O)c1sc(NC(=O)CSC(=S)N2CCN(C)CC2)nc1C	-3%	1%	-7%	-1%	-20%	-8%	3%	-4%	-5%	-37%
Cc1onc(C(=O)NCc2ccc(F)cc2)c1[N+](=O)[O-]	-1%	-6%	-12%	8%	26%	-5%	-2%	9%	?	-2%
CCCC(=O)Nc1ccccc1NC(C)=O	-6%	-2%	-1%	10%	-13%	-3%	-1%	4%	-2%	5%
CC(=O)c1ccc2c(c1)Nc1ccccc1S2	8%	?	8%	-3%	25%	2%	-16%	4%	6%	51%
CCC(C(=O)Nc1cc(C(=O)Nc2cc(C)ccn2)ccc1Cl)c1ccccc1 (stereo not given)	-12%	-1%	-1%	2%	-36%	2%	?	-6%	11%	19%
O=C(O)c1cccc(NC(=O)c2cn(-c3ccccc3)nc2-c2cccc(Br)c2)c1	-4%	0%	1%	.	?	3%	?	-5%	-7%	1%
O=C(NC(Cc1ccccc1)C(=O)O)/C(=C\c1ccco1)NC(=O)c1ccccc1 (stereo not given)	-16%	1%	-4%	-1%	15%[10 µM]	-1%	6%	-2%	.	-7%
CN(C)c1ccc(/C=N/NC(=O)CCc2nc3ccccc3[nH]2)cc1	10%	2%	3%	4%	4%	-8%	?	1%	25%	-34%
CCOC(=O)Cc1c(C)nc2c(-c3ccccc3OC)c(C)nn2c1C	-1%	-1%	-3%	-4%	-2%	2%	0%	0%	-12%	-18%
CN(C)CCNc1nc(S(=O)(=O)c2ccccc2)c(Cl)s1	5%	-10%	-3%	-2%	11%	1%	-1%	-1%	3%	-5%
N=c1oc2ccccc2cc1C(=O)Nc1ccc(F)cc1	-14%	5.2µM*	0.79µM*	?	-38%	5%	0.85µM*	0.5µM*	-5%	88%
Cc1ccc(C)c(N(CC(=O)NC2CCCC2)C(=O)CNC(=O)c2cccs2)c1	-2%	5%	0%	-4%	-1%	-2%	0%	3%	1%	-5%
Cc1ccc(S(=O)(=O)N(CC(O)CN2CCOCC2)c2cccc([N+](=O)[O-])c2)cc1 (stereo not given)	-9%	0%	2%	3%	-8%	0%	1%	-5%	17%	0%
CCOc1cccc(-n2nnnc2-c2ccc(OC)cc2)c1	9%	-1%	-34%[inhibitor]	-1%	36%	-10%	-2%	-40%[inhibitor]	-4%	-4%
O=C(CSc1nc2c(c(C(F)(F)F)n1)CCc1ccccc1-2)NCc1ccco1	-10%	-5%	5%	-8%	19%	-6%	10%	1%	44%[activator]	-81%[inhibitor]

Rab9 promoter act: what is marked active above.
SMILES | p53 reactivation | uPA generation | Rab9 promoter act | MBNL1 CUG block
N=c1oc2ccccc2cc1C(=O)Nc1ccc(F)cc1 | ? | 5% | 0.5µM* | -5%

An excerpt from above in order of the MBNL1 CUG block value, falling:
Compound	MBNL1 CUG block
CC(=O)c1ccc2c(c1)Nc1ccccc1S2	6%
CCCC(=O)Nc1ccccc1NC(C)=O	-2%
CCOc1cccc(-n2nnnc2-c2ccc(OC)cc2)c1	-4%

Returning to the listing; the 2 compounds before the break are reprinted first.
SMILES	VP16 counter	ELG1 genotox	NPC1 prom act	p53 reactivation	RORg inh	uPA generation	FLuc counter	Rab9 promoter act	MBNL1 CUG block	BRCA1 expr act
CCOc1cccc(-n2nnnc2-c2ccc(OC)cc2)c1	9%	-1%	-34%[inhibitor]	-1%	36%	-10%	-2%	-40%[inhibitor]	-4%	-4%
O=C(CSc1nc2c(c(C(F)(F)F)n1)CCc1ccccc1-2)NCc1ccco1	-10%	-5%	5%	-8%	19%	-6%	10%	1%	44%[activator]	-81%[inhibitor]
COc1cc(NC(=O)CN(C)S(=O)(=O)c2ccc(C)cc2)cc(OC)c1	-2%	-5%	2%	-4%	31%	1%	9%	-1%	-2%	-59%
COC(=O)C1=C(C)N(C2CCCC2)C(=O)C1(NC(C)=O)C(F)(F)F (stereo not given)	0%	0%	-2%	-2%	6%	6%	-7%	0%	-2%	-6%
Oc1ccc(N2CCN(C(=S)NCCc3ccccc3)CC2)cc1	-2%	3%	?	7%	-3%	-20%	?	18%	0%	-22%
CC(=O)Nc1nnc(SCC(=O)Nc2ccc(N3CCOCC3)c(Cl)c2)s1	-4%	0%	-4%	1%	-27%	3%	-5%	0%	-1%	8%
CCn1c(=O)cc(SCC(=O)NCc2ccco2)c2ccccc21	-15%	-1%	-5%	?	43%	.	2%	2%	7%	-77%
O=C(N/N=C\c1cc(Br)ccc1O)c1ccc(S(=O)(=O)N2CCCCC2)cc1	4µM*	18%	-14%	14%	3.5µM*	-19%	4%	-24%	.	-88%
CCc1ccc(S(=O)(=O)Nc2cc3c(cc2C)n(C)c(=O)n3C)cc1	7.1µM*	?	-32%[inhibitor]	-4%	?	?	3%	-34%[inhibitor]	-3%	-74%
Oc1ccc(C2N=C(c3ccccc3)NC(c3ccccc3)=N2)cc1	0%	1%	8%	4%	2%	-4%	-1%	-4%	1%	-26%
COc1ccc(-n2ncc3c(NCc4cccnc4)ncnc32)cc1	-6%	?	1.3µM*	?	-12%	?	6.7µM*	1µM*	6%	89%
O=C(CN1CCN(c2ccccc2F)CC1)c1ccc(O)cc1O	2%	1%	-9%	4%	6%	3%	-2%	-5%	-2%	8%
O=C(Cn1cc2c(n1)CCCCC2)NCc1ccccn1	20%	-9%	6%	3%	14%	8%	?	-4%	1%	2%
Cc1ccc(C)c(Oc2cc(NC(=O)CCCn3nc(C)c([N+](=O)[O-])c3C)cc([N+](=O)[O-])c2)c1	-7%	-1%	-9%	?	?	-5%	1%	-6%	-14%	-87%
CC(C)Cc1nnc(NC(=O)CCC(=O)NC2CCCC2)s1	2%	-2%	-1%	4%	26%	-28%	0%	3%	3%	-16%
COc1c(Cl)cc(Cl)cc1C(=O)Nc1ccc(NC(=O)c2cccs2)cc1	-16%	-3%	-5%	-19%	1%	-3%	-3%	-5%	-27%	-48%
COc1cc2c(-c3cc(F)cc(F)c3)c(-c3ccsc3)oc(=O)c2cc1OC	.	0%	0%	6%	.	5%	-1%	-4%	.	8%
COc1cc(C(=O)NC2CCCc3ccccc32)cc(OC)c1C (stereo not given)	?	0%	-3%	2%	?	5%	1%	-1%	-6%	-9%
CCc1ccc(NC(=O)NCCN2CCc3ccccc3C2)cc1	?	-1%	-3%	7%	-17%	2%	-23%	0%	-1%	35%
COc1ccc(-c2[nH]ncc2/C=N\NC(=O)c2ccc(C(C)(C)C)cc2)cc1OC	-4%	3%	1%	?	6%	5%	1.3µM*	4%	.	13%
Cc1cc(=O)oc2c(CN3CCCCC3)c(O)c(Cl)cc12	10%	0%	-8%	-9%	-33%	-3%	0%	-7%	40%[activator]	0%
O=C(NCCn1ccc2ccccc21)c1ccc(S(=O)(=O)N2CCCCC2)cc1	-4%	-16%	-2%	-9%	?	3%	6%	-2%	-9%	-15%
Cc1cc(Cl)ccc1OCC(=O)NCC(c1cccs1)N1CCOCC1 (stereo not given)	.	?	-7%	-3%	.	4%	-12%	0%	.	-43%
O=[N+]([O-])c1ccc(O)c(C(C#Cc2ccccc2)N2CCOCC2)c1 (stereo not given)	-5%	1%	4%	25%	38%	-2%	?	18%	1%	-9%
